TAAR1 ag – agonists of human TAAR1; Q96RJ0; CHO RD-HGA16 TAAR1, Fluo-8 calcium fluorescence; vehicle wells 0%, saturating PEA agonist 100%; activation, % at 3 µM; hit rate 0.99% among 360,000;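 active = activation above the mean activation of all test compounds in the run plus 3 SD, cut at about 38% in these data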
Target sequence (Q96RJ0 whole entry, looked up): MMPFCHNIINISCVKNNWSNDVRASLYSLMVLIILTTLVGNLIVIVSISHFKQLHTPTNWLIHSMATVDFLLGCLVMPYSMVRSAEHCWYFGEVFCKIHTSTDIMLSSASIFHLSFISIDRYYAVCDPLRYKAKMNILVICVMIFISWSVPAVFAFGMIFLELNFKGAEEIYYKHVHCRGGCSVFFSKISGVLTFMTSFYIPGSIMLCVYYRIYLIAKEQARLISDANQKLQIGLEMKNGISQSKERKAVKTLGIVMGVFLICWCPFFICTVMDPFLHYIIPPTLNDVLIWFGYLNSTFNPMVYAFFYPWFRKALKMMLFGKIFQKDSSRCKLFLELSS
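System: CHO RD-HGA16 cells carrying human TAAR1 plus Gα16; Incubation: 17-24 h seeding, 75 min 37 °C dye, 30 min RT; Measured by: Fluo-8 fluorescence, 5 s baseline then 140 s kinetic read; Control set: DMSO and PEA EC100; Replication: single well for each compound.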
M1 ag – agonists of human M1 muscarinic receptor | P11229 | CHO-K1 hM1, Fluo-8 calcium fluorescence, agonist mode; 0% DMSO, 100% acetylcholine EC100 | activation, % at 3 µM | hit rate 0.33% among 360,000 | AID 588814;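 active = activation above the run's mean compound activation plus 3 SD, cut at about 16% in these data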;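 also: peak over basal fluorescence ratio within a 140 s kinetic read after compound addition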
Target sequence (P11229 whole entry, looked up): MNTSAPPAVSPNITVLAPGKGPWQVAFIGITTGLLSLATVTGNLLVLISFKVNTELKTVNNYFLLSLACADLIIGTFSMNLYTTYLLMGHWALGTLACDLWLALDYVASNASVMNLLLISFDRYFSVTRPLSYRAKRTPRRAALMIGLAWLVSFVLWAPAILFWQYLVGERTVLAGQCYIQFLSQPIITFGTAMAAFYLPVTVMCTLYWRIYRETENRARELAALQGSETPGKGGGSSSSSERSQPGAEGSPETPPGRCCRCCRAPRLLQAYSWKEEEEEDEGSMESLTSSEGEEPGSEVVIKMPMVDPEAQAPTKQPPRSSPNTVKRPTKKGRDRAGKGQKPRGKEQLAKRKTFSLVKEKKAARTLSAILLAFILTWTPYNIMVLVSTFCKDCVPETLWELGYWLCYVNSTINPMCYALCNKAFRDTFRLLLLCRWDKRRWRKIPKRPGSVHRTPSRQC
CHO-K1 Ca antag – counter-screen for M1 antagonists: effect in parental CHO-K1 cells; ATP-induced calcium, Fluo-8 fluorescence; inhibition, % at 3 µM; hit rate 0.6% among 360,000;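 active = inhibition above a per-plate cutoff, the plate's mean sample inhibition plus 3 SD, cut at about 24% in these data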;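 also: 0% = DMSO plus EC80 ATP and 100% = DMSO alone without ATP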
CHO parental Ca – counter-screen: ATP calcium response change in parental CHO cells; parental CHO-K1, ATP-induced calcium, Fluo-8 fluorescence; inhibition, % at 5.6 µM; hit rate 0.63% among 330,000; AID 463079;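 active = inhibition above that plate's mean sample inhibition plus 3 SD, cut at about 26% in these data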;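 also: 0% = ATP-challenged DMSO wells and 100% = DMSO wells without ATP; some compounds past the cut are filed as inactive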
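test system = CHO parental line | reagent = ATP stimulus | measured by = intracellular calcium via Fluo-8 no-wash fluorescent dye | control set = ATP and no-ATP DMSO wells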
M1 PAM parental – nonselective activator or artifact in parental CHO-K1 calcium assay; hit rate 0.02% among 360,000; activation, % at 3 µM; ATP EC20, Fluo-8 calcium fluorescence; 0% at ATP EC20, 100% at ATP max;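 active = activation above the run cutoff, the mean activation of all test compounds plus 3 SD, cut at about 40% in these data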;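 also: peak over basal fluorescence ratio in a 140 s read after ATP addition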
OXTR potentiate – human OXTR potentiation | P30559 | CHO-OTR cells, Fluo-8 calcium fluorescence, potentiator mode; 0% = oxytocin EC15, 100% = EC100 | activation, % at 3 µM | hit rate 0.061% among 320,000 | AID 2445;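 active = activation above that plate's cutoff, the mean activation of tested compounds plus 3 SD, cut at about 6.6% in these data, passing the limit was not always enough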;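 also: 100% uses oxytocin at 75 nM as the full agonist control; some results filed as inactive read as strong as hits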
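Replication – single well per compound, singlicate · Assay system – CHO cell line stably expressing human OTR · Timing – 6 min pre-incubation, 100 s read · Measure – normalized max/min fluorescence ratio, % activation · Doses – 3.0 µM, one dose · Detection – Fluo-8 calcium dye fluorescence · Probe or stimulus – oxytocin near EC15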
M1 antag – human CHRM1 antagonism. hit rate 1.3% among 360,000. P11229. inhibition, % at 3 µM. CHO-K1 hM1, Fluo-8 calcium fluorescence, ACh EC80 antagonist;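 active = percent inhibition above its own plate's cutoff, namely the mean of that plate's compound wells plus 3 SD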;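 also: peak over basal fluorescence ratio during 140 s after agonist addition; 0% = ACh EC80 plus DMSO and 100% = DMSO alone without agonist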
TAAR1 antag – human TAAR1 antagonism; hit rate 1.5% among 360,000; CHO RD-HGA16 TAAR1, Fluo-8 calcium fluorescence, antagonist; inhibition, % at 3 µM; AID 624466; Q96RJ0;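 active = inhibition above a per-plate cutoff, the mean inhibition of test compounds on that plate plus 3 SD, cut at about 49% in these data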;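 also: 0% = DMSO plus EC80 beta-PEA response and 100% = DMSO alone without agonist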
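Assay system: RD-HGA16 CHO cells with stable hTAAR1 and Gα16 / Reagent: EC80 β-phenethylamine stimulus / Doses: 3 µM, single point / Timing: dye loading 75 min at 37 °C, then 30 min room temperature / Measured by: Fluo-8 intracellular calcium dye fluorescence, real-time kinetic reads / Controls: vehicle wells and EC80 agonist wells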
CHO-K1 Ca ag – nonselective activator or artifact in parental CHO-K1 cells. activation, % at 3 µM. AID 602248. hit rate 0.48% among 360,000. Fluo-8 calcium fluorescence; scaled to maximal ATP response, vehicle zero; in the data active = activation above about 15%;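 also: untransfected CHO-K1 host cells lacking M1 receptor as counterscreen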
An asterisk follows results filed as active; x = not tested or not shown.

SMILES | TAAR1 ag | M1 ag | CHO-K1 Ca antag | CHO parental Ca | M1 PAM parental | OXTR potentiate | M1 antag | TAAR1 antag | CHO-K1 Ca ag
CCn1c(SCC(=O)NCc2ccccc2)nnc1-c1c[nH]c2ccccc12 | 3 | -5 | 2 | -6 | 16 | -4 | -2 | 10 | 6.7
COc1cc2ccccc2cc1C(=O)N(CCN(C)C)c1nc2c(F)cc(F)cc2s1 | 0 | -4 | -14 | -15 | 29 | -10 | -10 | -40 | 0.5
COC(=O)c1sc(N/N=C/c2ccc(C(C)C)cc2)nc1C | 1 | -4 | -17 | -21 | 11 | -9 | -13 | 13 | 0.4
CC(=O)Nc1ccc(CCCCc2ccc(NC(C)=O)cc2)cc1 | 4 | 3 | -11 | x | 0 | x | -8 | 1 | 0.6
COc1ccccc1-n1cnc(N)c1C(C)=O | -3 | -2 | 13 | 3 | -5 | -13 | -2 | -2 | 0.1
COc1ccccc1OCCNC(=O)CNC(=O)c1ccc(C(C)(C)C)cc1 | 2 | -3 | -10 | -25 | 17 | 2 | -5 | -25 | -0.1
Oc1c(C(c2cccc(F)c2)N2CCN(Cc3ccccc3)CC2)sc2ncnn12 (stereo not given) | 1 | -5 | 8 | -10 | -3 | -8 | -13 | -17 | 0.4
Cc1ccc(OC(C)C(=O)Nc2ccc(F)cc2)c([N+](=O)[O-])n1 (stereo not given) | 0 | -7 | -11 | -1 | 13 | -10 | -4 | 10 | 0.8
Cc1cccc2c(=O)c(C(=O)NCc3cccs3)c[nH]c12 | 2 | -3 | 10 | -10 | 1 | -8 | -7 | 1 | 1.1
Cc1ccnc(NC(=O)C2CCN(S(=O)(=O)c3c(C)c(C)cc(C)c3C)CC2)c1 | 0 | 4 | 9 | -11 | -15 | -13 | 2 | 50* | 2.0
Cc1ccc(-c2nnn(CC(=O)NCCC3=CCCCC3)n2)cc1 | 12 | -2 | -10 | -14 | 7 | 2 | -25 | 17 | 0.1
COc1ccc(Br)cc1C(=O)NCc1cccnc1 | 2 | -3 | -1 | -7 | 7 | -3 | 4 | -2 | 0.1
CCOC(=O)CCn1c(=S)n(CCC(=O)OCC)c2ccccc21 | 7 | -4 | -11 | -9 | 18 | -10 | -13 | 2 | 1.6
CC(C)(C)S(=O)(=O)c1cnc2c(S(=O)(=O)c3ccccc3)cnn2c1N | 1 | -8 | -17 | 9 | 15 | -13 | -4 | -1 | 7.8
CC#CC(=O)N1CCCC(Cc2cccc(OC)c2)(C(=O)OCC)C1 (stereo not given) | 3 | -6 | -7 | -17 | 1 | -11 | -6 | -6 | 0.5
CC(=O)c1ccc(Nc2c(C)n(C)n(-c3ccccc3)c2=O)cc1 | 0 | 0 | -14 | -5 | 12 | -5 | -15 | 1 | 0.3
CCCN(CC(=O)Nc1ccccc1C)C(=O)CC(NC(=O)c1ccccc1)c1ccccc1 (stereo not given) | 3 | 1 | -1 | -18 | -8 | -5 | -6 | 1 | 1.5
O=C(Nc1cc(C(F)(F)F)ccc1N1CCCC1)c1cccnc1 | 4 | -2 | -4 | -14 | 23 | 3 | -5 | -2 | -0.2
Cc1ccc(Sc2ccc([N+](=O)[O-])cc2[N+](=O)[O-])nc1 | 1 | -8 | -2 | -19 | 6 | -2 | -5 | -6 | -0.1
Cc1cc(Br)cc2c(C(=O)NCC3CCCO3)cc(-c3cccs3)nc12 (stereo not given) | -1 | -1 | -7 | -16 | 6 | -11 | -7 | -33 | 0.5
Cc1cc(N)n2ncc(-c3cccc(Br)c3)c2n1 | 2 | -5 | 7 | -5 | -11 | -8 | 3 | -9 | 0.0
COc1ccc(OC)c(NC(=O)CSc2nc3ccccc3cc2Cc2ccccc2)c1 | 11 | -3 | -14 | -22 | 19 | 0 | -2 | -9 | 0.4
CCNC(=O)COC(=O)c1ccc(-c2nc3ccccc3s2)s1 | 11 | -1 | -8 | -1 | 12 | -7 | 6 | -5 | 3.4
CCn1nc(C)c(NC(=O)Nc2cccc(Cl)c2Cl)c1C | 3 | -3 | -19 | -16 | 13 | -14 | 0 | 13 | 0.2
Cc1ccc(OCC(=O)NNC(=S)NC(=O)c2cccs2)c(C)c1 | 0 | -3 | -1 | x | -5 | x | -1 | -12 | 0.7
Cc1cc(CNC(=O)[C@H]2C[C@@H]2[C@H](NP(=O)(c2ccccc2)c2ccccc2)c2ccccc2)nn1C | 8 | x | x | -45 | x | -11 | x | -6 | x
COc1cccc(/C=N/NC(=O)CC(=O)NCCc2ccccc2)c1OC | 1 | -7 | -6 | 15 | 27 | -2 | -6 | 36 | 1.4
C=CCn1c(=O)c2ccccc2n2c(SCC(C)=O)nnc12 | 4 | -9 | -17 | -12 | 5 | 4 | -3 | 10 | 0.5
COCCNC(=O)C(c1ccc(F)cc1)N(Cc1cccs1)C(=O)CCC(=O)Nc1ccccn1 (stereo not given) | 0 | -2 | -1 | -18 | -9 | -5 | -2 | 1 | 1.1
COc1ccc(-c2nc(NC(=O)CSc3nnc(C)s3)ns2)cc1 | x | -1 | 3 | -8 | -3 | -4 | -4 | x | 0.6
COC(=O)[C@H](CCSC)NC(=O)Nc1ccc(OC)cc1 | -2 | -3 | -7 | -12 | 11 | -6 | -2 | 3 | 0.0
Cc1ccc(CSCCNC(=O)c2ccc(NS(C)(=O)=O)cc2)cc1 | -1 | -7 | -2 | -5 | -7 | -6 | -3 | 1 | 0.3
CCCSc1nc2c(cnn2-c2ccccc2)c(=O)n1N | 1 | -2 | -5 | -7 | 13 | -7 | -8 | -14 | 0.8
O=C(Nc1cccc2cccnc12)c1ccc2sc([C@@H]3O[C@H](CO)[C@H](O)[C@H](O)[C@H]3O)nc2c1 | 3 | -2 | -14 | x | 26 | x | -23 | 0 | 0.7
O=c1[nH]nnc2c1cnn2-c1ccccc1 | 0 | -1 | -4 | x | -9 | x | -2 | -8 | 0.1
Cc1ccccc1NC(=O)c1ccc(CN2CCC(Cc3ccccc3)CC2)cc1 | 8 | -4 | 7 | 4 | -2 | 3 | 55* | 3 | 0.7
COc1cc(/C=C/C(=O)OCC(=O)c2c(N)n(C)c(=O)n(C)c2=O)ccc1OCC#N | 5 | -4 | -12 | 0 | 8 | -7 | 0 | -5 | 1.0
Clc1cc(Br)ccc1OCCCNCc1ccccc1 | 36 | -4 | -2 | 3 | 19 | -6 | 14 | 13 | 3.2
COc1ccccc1CNC(=O)c1cn(C)c2ccc(S(=O)(=O)N3CCCC3)cc2c1=O | 2 | -4 | -14 | -33 | 7 | -9 | -11 | -11 | 0.4
O=C(N/N=C/c1ccncc1)c1cc(-c2ccc(Br)s2)[nH]n1 | 11 | 0 | -2 | -21 | -5 | -10 | 14 | 39 | 3.7
CC(C)(C)c1nnc(NC(=O)Cc2ccc(Br)cc2)s1 | 30 | -1 | 10 | -17 | -9 | -9 | 10 | -32 | 0.1
Cc1noc(C)c1C(=O)N1CCc2ccccc21 | 12 | -6 | -6 | -1 | 21 | -7 | 6 | -7 | 8.2
O=C(O)CCc1ccc(-c2ccccc2)n1CC(=O)Nc1cccc(C(F)(F)F)c1 | -1 | -3 | 2 | x | 5 | x | -5 | -8 | 0.3
O=C(NCc1ccccc1)c1ccccc1CO | 0 | -1 | 1 | -5 | 4 | 1 | -12 | -12 | 0.1
COc1ccc(S(=O)(=O)N(C)CC(=O)N2CCN(C)CC2)cc1C | -1 | -7 | -11 | -3 | 6 | -2 | -7 | 4 | 0.1
CN(C)CCNc1oc(-c2ccccc2Cl)nc1S(=O)(=O)c1ccccc1 | 8 | -4 | -28 | -11 | 12 | -3 | -6 | -7 | 1.4
CC(=O)N(O)c1ccc(C=Cc2ccccc2)cc1 | 4 | -1 | 9 | x | 11 | x | 0 | -20 | 0.7
Cc1cc(C)nc(NS(=O)(=O)c2ccc(NC(=O)c3cccs3)cc2)n1 | 12 | -3 | -7 | -2 | 12 | -6 | -10 | -1 | 0.1
COc1ccc(NC(=O)c2ccccc2-c2ccccc2)c(C)c1 | -1 | -5 | -12 | -23 | 12 | 5 | 4 | 7 | 0.0
Cc1ccccc1/C=N/Nc1ccc(Cl)nn1 | 17 | -1 | -8 | -17 | 10 | -11 | -2 | -15 | 0.6
COc1ccc(CCNC(=O)CNS(=O)(=O)c2ccc(Cl)cc2)cc1 | 3 | 7 | 24* | -12 | -22 | -3 | 1 | -30 | 7.6
COc1ccc(S(=O)(=O)N2CCOC2CNC(=O)C(=O)NCc2ccco2)cc1OC (stereo not given) | 3 | -2 | -9 | -11 | 3 | -4 | -9 | -6 | 0.4

Copied from the list:
M1 ag, CCOC(=O)CCn1c(=S)n(CCC(=O)OCC)c2ccccc21 : -4
TAAR1 antag, Cc1cc(N)n2ncc(-c3cccc(Br)c3)c2n1 : -9

Reprinted from the results shown (eight entries):
SMILES | TAAR1 ag | M1 ag | CHO-K1 Ca antag | CHO parental Ca | M1 PAM parental | OXTR potentiate | M1 antag | TAAR1 antag | CHO-K1 Ca ag
COc1ccc(S(=O)(=O)N(C)CC(=O)N2CCN(C)CC2)cc1C | -1 | -7 | -11 | -3 | 6 | -2 | -7 | 4 | 0.1
CN(C)CCNc1oc(-c2ccccc2Cl)nc1S(=O)(=O)c1ccccc1 | 8 | -4 | -28 | -11 | 12 | -3 | -6 | -7 | 1.4
CC(=O)N(O)c1ccc(C=Cc2ccccc2)cc1 | 4 | -1 | 9 | x | 11 | x | 0 | -20 | 0.7
Cc1cc(C)nc(NS(=O)(=O)c2ccc(NC(=O)c3cccs3)cc2)n1 | 12 | -3 | -7 | -2 | 12 | -6 | -10 | -1 | 0.1
COc1ccc(NC(=O)c2ccccc2-c2ccccc2)c(C)c1 | -1 | -5 | -12 | -23 | 12 | 5 | 4 | 7 | 0.0
Cc1ccccc1/C=N/Nc1ccc(Cl)nn1 | 17 | -1 | -8 | -17 | 10 | -11 | -2 | -15 | 0.6
COc1ccc(CCNC(=O)CNS(=O)(=O)c2ccc(Cl)cc2)cc1 | 3 | 7 | 24* | -12 | -22 | -3 | 1 | -30 | 7.6
COc1ccc(S(=O)(=O)N2CCOC2CNC(=O)C(=O)NCc2ccco2)cc1OC (stereo not given) | 3 | -2 | -9 | -11 | 3 | -4 | -9 | -6 | 0.4

Compound activity: PubChem BioAssay, The Scripps Research Institute Molecular Screening Center
